# APJ antagonist: antagonists of human apelin receptor APJ, primary screen, CHO-K1 cells, beta-arrestin complementation, luminescence | P35414 | inhibition, % at 20 µM | AID 2521, 2010 | 330,000 tested, 0.32% active;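 active means inhibition above about 40% at 20 µM, limit read from the data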;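 further: cells challenged with 10 nM apelin-13 agonist together with compound; plate controls were apelin-13 plus DMSO wells for no effect and DMSO wells lacking apelin-13 for full effect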
# Target sequence (P35414 whole entry, looked up): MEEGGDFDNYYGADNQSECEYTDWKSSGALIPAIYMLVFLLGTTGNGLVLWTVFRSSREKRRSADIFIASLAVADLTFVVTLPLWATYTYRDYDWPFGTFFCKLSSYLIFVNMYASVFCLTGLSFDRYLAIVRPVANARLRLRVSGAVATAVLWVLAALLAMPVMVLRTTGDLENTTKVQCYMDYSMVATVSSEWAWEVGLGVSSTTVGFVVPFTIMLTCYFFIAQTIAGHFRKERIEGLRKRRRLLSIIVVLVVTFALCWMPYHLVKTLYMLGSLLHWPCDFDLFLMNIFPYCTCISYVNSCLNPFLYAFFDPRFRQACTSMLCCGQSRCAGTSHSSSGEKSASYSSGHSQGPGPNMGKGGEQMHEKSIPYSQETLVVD
# Mdm2 MdmX PPI: inhibitors of human Mdm2-MdmX association, primary screen, cell-based, luminescence, split luciferase, SaOS-2, uHTS; Protein Mdm4 (Homo sapiens) + E3 ubiquitin-protein ligase Mdm2 (Homo sapiens), …; SaOS-2 split-luciferase Mdm2/MdmX complementation; inhibition, % at 8 µM; 330,000 tested, 3% active;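 active means inhibition of at least 50% at 8 µM in the primary screen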
# UPR CHOP act: activators of apoptotic CHOP UPR arm, primary screen, cell-based, CHO-CHOP luciferase reporter, luminescence, uHTS | 330,000 tested, 0.34% active | AID 449763, 2010 | UPR activation; percent of tunicamycin response over DMSO baseline | activation, % at 10 µM;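 active means at 10 µM dose, activation of 40% or more, normalized to positive control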;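 further: 100% = tunicamycin at 10 µg/mL and 0% = DMSO alone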
#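 Test system: CHO CHOP reporter cells. Input: 500 CHO-CHOP cells per well. Medium: F12 with 10% FBS. Technique: luciferase luminescence. Measure: percent activation relative to tunicamycin control. Dosing: 10 µM compound, 0.5% DMSO. Timing: 16-18 h cell attachment, then 6 h compound exposure, 37 °C.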
# Jurkat NFkB inh: inhibitors of induced NF-kB luciferase reporter, primary screen, TCR NF-kB activation inhibitor project, cell-based, luminescence, uHTS; Jurkat, PMA/ionomycin-induced NF-kB luciferase reporter; inhibition, % at 4 µM; 330,000 tested, 0.53% active; AID 435003, 2010; in the data active means inhibition above about 50%
# UPR XBP1 act: activators of adaptive XBP1 UPR arm, primary screen, cell-based, CHO-XBP1 luciferase reporter, luminescence, uHTS | AID 463104, 2010 | IRE1-XBP1 UPR activation; percent of tunicamycin response, DMSO as zero | activation, % at 20 µM | 330,000 tested, 0.33% active;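 active means versus positive control, 20 µM dose yields 30% or more activation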;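 further: 100% = tunicamycin at 10 µg/mL and 0% = DMSO only wells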
#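 Material – CHO cell line with stable XBP1 luciferase reporter · Buffer or medium – F12 plus 10% FBS · Compound – single point, 20 µM final compound, 1% DMSO · Schedule – 16-18 h cell attachment at 37 °C, then 6 h compound exposure · Signal – Steady-Glo luminescence read · Benchmarks – high control tunicamycin 10 µg/mL final, low control DMSO vehicle only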
# 697 NFkB inh: inhibitors of PMA/ionomycin-induced NF-kB reporter, 697 cells, primary screen, B-cell NF-kB inhibitor project, cell-based, luminescence, uHTS; AID 435022, 2010; 330,000 tested, 0.33% active; 697 B-cell NF-kB luciferase reporter, 16 h; inhibition, % at 4 µM; in the data active means inhibition above about 35%
# tim23-1 inh: growth inhibitors of tim23-1 mutant yeast, primary screen, luminescence, uHTS; S. cerevisiae tim23-1 growth, BacTiter-Glo luminescence, 24 h; inhibition, % at 20 µM; 330,000 tested, 1.3% active; AID 463212, 2010;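 active means growth inhibition of the mutant yeast at or above 50%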;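 further: temperature-sensitive mutant grown at 25 °C; plate controls were DMSO-treated mutant yeast for no effect and medium wells lacking yeast for full effect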
# APJ agonist: agonists of human apelin receptor APJ, primary screen, CHO-K1 cells, PathHunter beta-arrestin, luminescence | 330,000 tested, 0.11% active | 0% DMSO wells, 100% apelin | P35414 | activation, % at 20 µM;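 active means activation more than six SD over the plate average, tested at 20 µM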;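 further: 0% = DMSO alone and 100% = apelin-13 at 10 nM; some results filed as inactive read as strong as hits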
#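 Assay system: CHO-K1 APJ beta-arrestin complementation cell line / Compound: single test compound dose, 20 µM final, 1% DMSO / Times: overnight seeding, 90 min compound at 25 °C, 1 h detection / Technique: beta-gal luminescence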
# * = called active by the depositor. Not a hit list; any-hit rate near 5%.
(1) CC(C)CNC(=O)NC(=O)COC(=O)C1CSC2(c3ccc(F)cc3)CCC(=O)N12 (configuration not stated)
(2) O=C(CCNS(=O)(=O)c1c(Cl)cccc1Cl)OCC(=O)c1ccccc1F
(3) CCOC(=O)C1(C)C=C(Nc2ccc(OCC)cc2)C(=O)N1c1ccccc1 (configuration not stated)
(4) CN(C)CCn1c(COc2ccccc2)nc2ccccc21
(5) Cc1nc(N(C)Cc2ccccc2)c2nnn(Cc3ccccc3)c2n1
(6) CCCn1c(SCC(=O)Nc2cc(S(=O)(=O)N3CCOCC3)ccc2OC)n[nH]c1=O
(7) COC(=O)c1ccc(C2/C(=C(/O)c3ccc(OC)cc3)C(=O)C(=O)N2c2cc(C)on2)cc1 (configuration not stated)
(8) O=C(CCSc1nnnn1-c1ccccc1)N1CCOCC1
screen / no.	1	2	3	4	5	6	7	8
APJ antagonist	2	14	14	17	10	-9	11	-5
Mdm2 MdmX PPI	-19	4	11	25	-18	38	7	1
UPR CHOP act	4.7	2.5	-0.1	0.8	-1.2	2.4	0.6	0.0
Jurkat NFkB inh	13	-15	-37	7	-3	4	-14	-10
UPR XBP1 act	-5	-1	1	1	0	1	0	-3
697 NFkB inh	4	12	-7	12	-37	12	4	3
tim23-1 inh	-9	15	-8	5	25	-2	-9	9
APJ agonist	-3	-3	-5	0	10	-2	0	-1

(9) CCN(CC(=O)Nc1cc(Cl)ccc1OC)CC(=O)NC1CCS(=O)(=O)C1 (configuration not stated)
(10) CCN1CCN(Cc2ccc(NC(=O)c3ccc(C)c(NC(=O)C[C@@H]4NC(=O)[C@H](Cc5ccccc5)NC4=O)c3)cc2C(F)(F)F)CC1
(11) CN=CC1=C(O)C(C(=O)OC)C(C)(C)CC1=O (configuration not stated)
(12) Cc1cccc(-c2nnc(SCC(=O)N3CCCC3)o2)c1
(13) CC(NCc1ccccc1Cl)C(=O)Nc1ccc(S(=O)(=O)N2CCCC2)cc1 (configuration not stated)
(14) COc1ccc2nc(NNC(=O)C3COc4ccccc4O3)sc2c1 (configuration not stated)
(15) CCOc1cc(C)c(S(=O)(=O)Nc2ccc(Cl)cn2)cc1C
(16) CC(=O)c1cc(C(=O)Nc2ccccc2C(=O)O)oc1C
screen / no.	9	10	11	12	13	14	15	16
APJ antagonist	-2	-8	5	22	-3	1	9	0
Mdm2 MdmX PPI	7	10	14	7	8	44	11	-13
UPR CHOP act	0.3	-1.8	2.1	0.9	0.1	2.7	-2.3	-0.3
Jurkat NFkB inh	12	4	1	-21	2	4	-3	5
UPR XBP1 act	-2	1	4	-6	-2	-1	-1	-4
697 NFkB inh	6	-2	5	-36	-17	-6	-6	4
tim23-1 inh	2	8	7	13	14	29	18	16
APJ agonist	-1	1	-2	-2	-1	2	-4	-1

(17) C=CCSc1nc(C)cc(C(=O)OCC)c1C#N
(18) CCC(=O)NC(=S)Nc1cc(C(=O)O)ccc1OC
(19) COc1ccccc1CN1C(=O)c2ccncc2C1=O
(20) CN(C)C=Nc1ccc(Cl)c(Cl)c1
(21) CCCc1nnc(NC(=O)C(C)N2C(=O)C3C4C=CC(C4)C3C2=O)s1 (configuration not stated)
(22) CCOc1ccc(OCC(=O)Nc2ccc(OC)cc2)cc1
(23) COc1ccc(CC(=O)NCc2cccc(CNC(=O)Cc3ccc(OC)c(OC)c3)c2)cc1OC
(24) COc1ccc(NC(=S)N/N=C2/CCCc3c(C)cc(C)cc32)cc1
screen / no.	17	18	19	20	21	22	23	24
APJ antagonist	-1	-4	24	-9	-14	11	3	11
Mdm2 MdmX PPI	-3	7	10	14	9	0	-16	28
UPR CHOP act	0.0	-2.0	-1.0	0.3	-1.3	1.6	-1.1	0.1
Jurkat NFkB inh	8	-23	2	3	-7	-25	-10	-4
UPR XBP1 act	6	-5	3	-4	2	0	-2	5
697 NFkB inh	22	9	20	5	-21	-19	-1	-31
tim23-1 inh	0	6	8	-6	24	4	10	-10
APJ agonist	-2	-1	-5	-1	-4	2	-2	2

# Next section, starting with the last 4 of the part before.
(21) CCCc1nnc(NC(=O)C(C)N2C(=O)C3C4C=CC(C4)C3C2=O)s1 (configuration not stated)
(22) CCOc1ccc(OCC(=O)Nc2ccc(OC)cc2)cc1
(23) COc1ccc(CC(=O)NCc2cccc(CNC(=O)Cc3ccc(OC)c(OC)c3)c2)cc1OC
(24) COc1ccc(NC(=S)N/N=C2/CCCc3c(C)cc(C)cc32)cc1
(25) CCCN(c1ccc(C(C)C)cc1)S(=O)(=O)c1c(C)[nH]c(=O)[nH]c1=O
(26) COc1ccc(OC2CCN(S(=O)(=O)c3ccc(OC)cc3)CC2)cc1
(27) CCOc1ccc(N2C(=O)CC(NNc3nc4ccccc4s3)C2=O)cc1 (configuration not stated)
(28) CCOc1ccccc1OCCOc1ccccc1CC
(29) COc1ccc(NS(=O)(=O)c2ccc3ccccc3c2)c2ncccc12
(30) CCN1CCn2c3c(c4cc(Br)ccc42)CCCC31 (configuration not stated)
(31) CCOc1ccc(CCNC(=O)c2ccc(OCc3c(C)noc3C)cc2)cc1OCC
(32) CC(Nc1ncnc2ccccc12)c1ccccc1 (configuration not stated)
screen / no.	21	22	23	24	25	26	27	28	29	30	31	32
APJ antagonist	-14	11	3	11	9	8	-11	4	66*	-11	6	12
Mdm2 MdmX PPI	9	0	-16	28	3	-20	4	20	92*	7	12	17
UPR CHOP act	-1.3	1.6	-1.1	0.1	0.7	-1.5	-1.0	-1.9	137*	2.2	-0.9	5.8
Jurkat NFkB inh	-7	-25	-10	-4	2	0	-8	8	19	-23	2	50*
UPR XBP1 act	2	0	-2	5	0	-1	5	-4	3	-3	2	-4
697 NFkB inh	-21	-19	-1	-31	8	-15	-9	19	5	-30	6	32
tim23-1 inh	24	4	10	-10	-2	45	5	-3	5	29	6	4
APJ agonist	-4	2	-2	2	-3	-2	1	-2	-12	-4	0	1

# Reprinted, entries 25 to 26
(25) CCCN(c1ccc(C(C)C)cc1)S(=O)(=O)c1c(C)[nH]c(=O)[nH]c1=O
(26) COc1ccc(OC2CCN(S(=O)(=O)c3ccc(OC)cc3)CC2)cc1
screen / no.	25	26
APJ antagonist	9	8
Mdm2 MdmX PPI	3	-20
UPR CHOP act	0.7	-1.5
Jurkat NFkB inh	2	0
UPR XBP1 act	0	-1
697 NFkB inh	8	-15
tim23-1 inh	-2	45
APJ agonist	-3	-2

# Continued.
(33) Cn1nc(C(=O)NC2CCCC2)c2ccccc2c1=O
(34) CC(/C=C/c1ccccc1)=N/NC(=O)CNC(=O)c1ccccc1F
(35) COC(=O)c1sccc1Oc1c(Cl)cccc1[N+](=O)[O-]
(36) C/C(=N\NC(=O)CN1CCN(S(=O)(=O)c2ccc(C)cc2)CC1)c1cccnc1
(37) NC(=O)CC(NC(=O)Cc1cccc2ccccc12)c1ccc(NCc2ccc(F)cc2)c([N+](=O)[O-])c1 (configuration not stated)
(38) CC1N(C(=O)N(C)C)CCN1S(=O)(=O)c1ccccc1 (configuration not stated)
(39) CC1(C)O[C@@H]2[C@H](O1)[C@@H](COS(=O)(=O)O)O[C@H]2n1c(=S)[nH]c2c(=O)[nH]c(N)nc21
(40) CC(=O)c1ccc(/C=C/c2nc3ccccc3n2C)o1
screen / no.	33	34	35	36	37	38	39	40
APJ antagonist	1	-5	2	-11	26	24	-1	16
Mdm2 MdmX PPI	15	12	26	3	-1	22	-1	-48
UPR CHOP act	0.2	0.1	-0.8	-2.0	-3.4	1.1	0.4	2.1
Jurkat NFkB inh	-12	10	4	-2	4	13	-12	-77
UPR XBP1 act	0	-3	-6	-2	-3	-3	-2	1
697 NFkB inh	-16	11	4	-13	1	-5	-9	-108
tim23-1 inh	5	-1	9	1	10	0	-2	-13
APJ agonist	5	-1	0	-2	-3	0	0	1

# Along the list, from the results shown.
# UPR XBP1 act, compounds 33 to 39 → 0, -3, -6, -2, -3, -3, -2
# tim23-1 inh, compounds 33 to 39 → 5, -1, 9, 1, 10, 0, -2
# Jurkat NFkB inh, compounds 33 to 39 → -12, 10, 4, -2, 4, 13, -12

# (cont.)
(41) COc1ccc(N2CC(C(=O)Nc3ccc4c(c3)OCCO4)CC2=O)cc1 (configuration not stated)
(42) Cc1cc(C(=O)COC(=O)CCc2nc3ccccc3s2)c(C)n1C
(43) O=C(CCS(=O)(=O)c1ccc(Br)cc1)NCc1ccco1
(44) CN(Cc1cnn(C)c1)Cc1nc(COc2ccccc2)no1
(45) O=C(c1ccc2oc(Cc3ccc(Cl)cc3)nc2c1)N1CC[C@H](O)C1
(46) O=C(Nc1ccccc1F)c1ccc(CNS(=O)(=O)c2cccc(C(F)(F)F)c2)cc1
(47) Cc1nn(-c2ccc(F)cc2)c(Cl)c1/C=C/C(=O)N1CCNC(=O)C1
(48) Cc1cc(C)nc(SCC(=O)NC2CCCCC2C)n1 (configuration not stated)
screen / no.	41	42	43	44	45	46	47	48
APJ antagonist	12	-1	18	-11	12	7	2	9
Mdm2 MdmX PPI	24	3	10	-31	3	30	-2	8
UPR CHOP act	-0.4	-1.0	1.3	0.6	-1.8	1.6	-1.0	-1.7
Jurkat NFkB inh	20	1	11	-18	-12	-13	-5	6
UPR XBP1 act	-7	-3	-5	-2	-6	-5	2	1
697 NFkB inh	1	-14	6	-20	-52	2	2	-8
tim23-1 inh	17	16	1	9	10	8	14	7
APJ agonist	-2	1	-1	0	7	0	-2	-1

(49) Cc1cc(C)n2nc(-c3ccc(F)cc3)nc2n1
(50) COc1ccc(CCN(C)C(=O)c2cc(-c3ccccc3)nc3ccc(C)cc23)cc1OC
(51) Cc1ccc(Nc2nc(C)c(CCC(C)C)c(=O)[nH]2)cc1
(52) O=C(Nc1nccs1)c1ccc(NC(=O)c2ccco2)cc1
(53) COC(=O)[C@]1(CC(C)C)N[C@H](c2ccc(-c3ccc(Cl)c(Cl)c3)cc2)[C@@H]2C(=O)N(C)C(=O)[C@@H]21
(54) O=C(Cn1nc(C(F)F)cc1C(F)F)NNC(=S)Nc1ccc(Cl)cc1
(55) O=C(CCNC(=O)Cn1ccc2ccccc2c1=O)NCCc1ccc(Cl)cc1
(56) CCOc1cc(CNCCSc2nnnn2C)cc(Br)c1OCc1ccccc1F
(57) O=C1/C(=C\c2ccco2)SC(=S)N1c1ccccc1
(58) CC(=O)Nc1ccc(NC(=O)C(C)OC(=O)c2ccc3c(c2)OCCO3)cc1 (configuration not stated)
screen / no.	49	50	51	52	53	54	55	56	57	58
APJ antagonist	5	9	-4	-10	-13	14	8	16	-2	-11
Mdm2 MdmX PPI	-1	2	-11	-51	57*	7	10	38	16	-6
UPR CHOP act	5.2	0.4	1.9	0.7	-0.1	-2.2	0.1	-2.3	0.1	0.9
Jurkat NFkB inh	-44	-23	-35	-58	12	13	4	4	-8	4
UPR XBP1 act	-1	-1	-7	2	-3	-4	-1	-3	1	0
697 NFkB inh	-32	1	-42	-68	18	2	-15	-20	-5	7
tim23-1 inh	4	28	7	29	28	7	-9	28	-3	5
APJ agonist	-2	-3	1	-1	-1	-3	-2	-2	-2	-3

# Bioassay records (PubChem BioAssay)
